Keap1 Nrf2 FP: inhibitors of human Keap1-Nrf2 protein-protein interaction; Keap1 Kelch-Nrf2 peptide fluorescence polarization, 1536-well; inhibition, % at 9.4 µM; 340,000 tested, 0.15% active; in the data active = inhibition above about 12%; inconclusive = no clear call, values can overlap the other calls; inactive = below about 7.3%;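 note: human Keap1 Kelch domain with fluorescein labeled Nrf2 9mer peptide probe; 0% = neutral control wells and 100% = peptide positive control; higher means more block of Keap1 binding to Nrf2 peptide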
OPRM1-OPRD1 ag: OPRM1-OPRD1 heterodimerization agonism | P35372+P41143 | cells, luminescence | activation, % at 9.3 µM | 340,000 tested, 0.3% active | AID 504326; in the data active = activation above about 18%;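 note: 0% = vehicle-treated cells and 100% = reference agonist; values of inactives mirror those of a sister screen read the other way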
Pemphigus Ab inh: blocks pemphigus antibody binding to human desmoglein-3. P32926. DSG3-coupled beads, scFv-anti-DSG3-GFP binding, flow cytometry; active compounds read low. binding (percent of control), % at 10 µM. 310,000 tested, 0.48% active;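 active = binding more than 3 SD below its plate's average and above zero; inconclusive = below that plate limit but binding exactly zero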;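 note: hits lower antibody fragment binding to DSG3; some compounds called inactive have numbers as strong as hits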
Target sequence (P32926 whole entry, looked up, the tested form may be a part): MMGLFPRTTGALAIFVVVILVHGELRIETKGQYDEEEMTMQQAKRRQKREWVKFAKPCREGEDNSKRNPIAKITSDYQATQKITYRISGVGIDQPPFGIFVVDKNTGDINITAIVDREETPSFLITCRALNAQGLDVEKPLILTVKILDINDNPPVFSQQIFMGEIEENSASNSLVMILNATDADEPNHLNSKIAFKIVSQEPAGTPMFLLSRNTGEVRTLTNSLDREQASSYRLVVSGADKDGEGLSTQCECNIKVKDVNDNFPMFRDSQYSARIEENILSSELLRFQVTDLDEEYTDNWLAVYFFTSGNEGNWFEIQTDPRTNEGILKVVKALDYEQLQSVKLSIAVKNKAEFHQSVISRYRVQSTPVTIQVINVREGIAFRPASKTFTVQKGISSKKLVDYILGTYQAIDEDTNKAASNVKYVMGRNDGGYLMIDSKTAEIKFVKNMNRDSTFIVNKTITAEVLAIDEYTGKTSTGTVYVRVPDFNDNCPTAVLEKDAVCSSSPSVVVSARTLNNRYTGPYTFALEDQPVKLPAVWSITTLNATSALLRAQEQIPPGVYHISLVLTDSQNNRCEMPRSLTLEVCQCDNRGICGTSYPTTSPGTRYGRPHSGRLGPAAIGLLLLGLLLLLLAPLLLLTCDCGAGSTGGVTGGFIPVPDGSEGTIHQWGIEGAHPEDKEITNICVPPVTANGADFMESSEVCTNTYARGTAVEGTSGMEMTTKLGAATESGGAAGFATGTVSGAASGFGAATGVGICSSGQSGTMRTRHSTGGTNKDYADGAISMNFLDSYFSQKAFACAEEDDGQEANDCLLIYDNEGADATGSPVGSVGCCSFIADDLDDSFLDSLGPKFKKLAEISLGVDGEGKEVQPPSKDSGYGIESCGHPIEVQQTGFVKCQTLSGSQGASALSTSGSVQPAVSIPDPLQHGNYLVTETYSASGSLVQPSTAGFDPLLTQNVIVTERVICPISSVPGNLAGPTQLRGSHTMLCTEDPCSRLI
OPRM1-OPRD1 inv: mu-delta opioid heterodimer inverse agonism | cell-based MOR-DOR heterodimer luminescence | inhibition, % at 9.3 µM | 340,000 tested, 0.21% active; in the data active = inhibition above about 22%, passing the limit was not always enough;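 note: 0% = cells with DMSO and 100% = wells without cells with DMSO; values of inactives mirror those of a sister screen read the other way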
Wnt act: activators of Wnt/beta-catenin signaling; activation, % at 9.35 µM; AID 743398; 300,000 tested, 1.2% active; Wnt/beta-catenin reporter cell assay, activator, plate reader; in the data active = activation above about 30%, passing the limit was not always enough; inconclusive = no clear call, values can overlap the other calls;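 note: 0% = neutral control wells and 100% = positive control wells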
V-ATPase pHluor: regulators of yeast V-ATPase proton transport; S. cerevisiae, pHLuorin cytosolic pH fluorescence; response, % at 10 µM; 350,000 tested, 0.37% active; AID 504577; in the data active = response mostly above about 7.3%, no sharp cut-off; inactive = mostly below about 5.4%; note: actives read high; inactives centre near 0; some compounds called inactive have numbers as strong as hits; reference of the scale not given here
RTF Ca sens act: increases calcium sensitivity of human cardiac regulated thin filaments | 340,000 tested, 0.24% active | IANBD-labeled TnC RTF fluorescence at EC20 calcium; 0% EC20 calcium, 100% full calcium | P19429+P45379 | activation, % at 7.2 µM | AID 493008;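 active = activation above the mean over all tested compounds plus 3 SD, cut at about 30% in these data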;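 note: rise in fluorescence read as greater calcium sensitivity of cardiac thin filaments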
Arr AP2 block: blocks beta-arrestin peptide binding to AP2 adaptin | FITC-arrestin peptide / GST-AP2 beads, flow cytometry; AP2 beta2 appendage carries R879A mutation | 340,000 tested, 0.31% active | AID 504490 | inhibition, % at 10 µM;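 active = inhibition above a set limit, near 3 SD of compounds lacking own fluorescence, cut at about 54% in these data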;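 note: plate controls were DMSO wells for no effect and 5 µM unlabelled arrestin peptide for full effect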
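Assay system: GST-AP2 R879A bound to glutathione beads, E. coli-expressed; Medium: PBS with 0.05% Tween 20 and 0.1% BSA; Also added: fluorescein-tagged arrestin peptide at 50 nM final; Timing: 12 min plus 1 h, RT; Measured by: flow cytometry, FL1 (488/535 nm); Evaluation: percent drop in bead-associated FITC signal.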
RTF Ca sens inh: cardiac RTF calcium desensitization; IANBD-labeled cardiac RTF, Ca2+ fluorescence; inhibition, % at 7.15 µM; 340,000 tested, 0.12% active; AID 493244;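 active = inhibition above the mean inhibition of all tested compounds plus 3 SD, cut at about 17% in these data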;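 note: assay run at fixed EC70 calcium of 1.6 mM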
C-LANA FP: inhibitors of KSHV LANA C-terminal domain DNA binding. MBP-C-LANA/FAM-LBS DNA binding, fluorescence polarization. 340,000 tested, 0.078% active. inhibition, % at 9 µM. AID 504423;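 active = highest replicate inhibition at or above 60% at 9 µM, even if other replicates fall short; inactive = all replicates below 60% inhibition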;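 note: 0% = neutral control wells and 100% = 4 µM acridine orange control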
* = called active by the depositor; u = inconclusive; x = not tested or not shown; & = joins results of further samples.

SMILES	Keap1 Nrf2 FP	OPRM1-OPRD1 ag	Pemphigus Ab inh	OPRM1-OPRD1 inv	Wnt act	V-ATPase pHluor	RTF Ca sens act	Arr AP2 block	RTF Ca sens inh	C-LANA FP
O=C(NCc1cccnc1)c1ccc(Cl)c(S(=O)(=O)N2CCOCC2)c1	-4	-1.6	111	8	0	-2	5	24	-6	0.6
CCC(=O)N(Cc1cc(=O)[nH]c2ccccc12)c1cccc(C)c1	-2	-1.1	115	6	x	-3	-8	19	5	1.2
CC(=O)Nc1nc(C)c(S(N)(=O)=O)s1	-9	-2.9	114	14	x	1	1	-1	5	0.0
COc1ccc(CCNC(=O)c2cccc(NC3=NC4CS(=O)(=O)CC4S3)c2)c(OC)c1 (centres undefined)	-3	-1.7	110	9	-1	1	3	-5	-3	-1.9
COc1ccc2c(c1)OC13CCN(C)CC1C2C(C(=O)c1ccc(F)cc1)C(=O)N3 (centres undefined)	1	-0.7	97	4	-1	-5	-4	10	-2	0.6
COc1ccc(-c2[nH]ncc2CN(C)Cc2cc(C)[nH]n2)c(F)c1	-4	-1.6	100	8	-1	0	-3	32	5	1.3
Cc1ccsc1C(=O)Nc1cc(C(C)(C)C)nn1-c1ccccc1	0	0.5	96	-3	1	3	6	35	-8	0.4
CC1CCN(C(=O)c2cccc(S(=O)(=O)N3CCN(c4ccccc4)CC3)c2)CC1	0	-1.5	108	10	-2	1	-12	30	-3	0.3
COC(=O)c1c(NC(=O)Cc2ccccc2)sc2c1C(C(=O)OC)CC2 (centres undefined)	-4	-3.7	x	17	-3	0	-2	25	-5	1.2
COc1cc(NC(=O)c2ccc(F)cc2)c(OC)cc1NC(=O)CN1CCOCC1	0	0.2	110	-1	-1	1	6	10	1	-0.3
COc1ccc(Br)cc1S(=O)(=O)NCc1ccccn1	1	-2.4	110	12	-1	-81	0	31	-7	0.3
CC1CCCCN1CC(O)COCc1ccc(Cl)cc1 (centres undefined)	-2	0.1	121	-1	-4	2	3	1	-13	0.4
COc1ccc(-c2csc(NC(C)c3nc4cc(C(F)(F)F)ccc4n3CCOCCO)n2)cc1 (centres undefined)	-2	0.5	101	-2	-6	-6	0	2	-23	-4.0
CCOCCCN(Cc1ccco1)S(=O)(=O)c1csc(C(N)=O)c1	-4	-1.3	96	7	-2	-1	5	13	-4	0.4
CCS(=O)(=O)n1nc(-c2ccccc2)nc1SCc1ccccc1	1	-0.2	100	1	x	1	2	-7	-7	0.7

Quoted at random: two compounds from above, in no set order.
SMILES	Keap1 Nrf2 FP	OPRM1-OPRD1 ag	Pemphigus Ab inh	OPRM1-OPRD1 inv	Wnt act	V-ATPase pHluor	RTF Ca sens act	Arr AP2 block	RTF Ca sens inh	C-LANA FP
COC(=O)c1c(NC(=O)Cc2ccccc2)sc2c1C(C(=O)OC)CC2 (centres undefined)	-4	-3.7	x	17	-3	0	-2	25	-5	1.2
COc1ccc(CCNC(=O)c2cccc(NC3=NC4CS(=O)(=O)CC4S3)c2)c(OC)c1 (centres undefined)	-3	-1.7	110	9	-1	1	3	-5	-3	-1.9

Ordered by SMILES length (ascending): part of the list above.
SMILES	Keap1 Nrf2 FP	OPRM1-OPRD1 ag	Pemphigus Ab inh	OPRM1-OPRD1 inv	Wnt act	V-ATPase pHluor	RTF Ca sens act	Arr AP2 block	RTF Ca sens inh	C-LANA FP
CC1CCCCN1CC(O)COCc1ccc(Cl)cc1 (centres undefined)	-2	0.1	121	-1	-4	2	3	1	-13	0.4
CCS(=O)(=O)n1nc(-c2ccccc2)nc1SCc1ccccc1	1	-0.2	100	1	x	1	2	-7	-7	0.7
CCC(=O)N(Cc1cc(=O)[nH]c2ccccc12)c1cccc(C)c1	-2	-1.1	115	6	x	-3	-8	19	5	1.2
COC(=O)c1c(NC(=O)Cc2ccccc2)sc2c1C(C(=O)OC)CC2 (centres undefined)	-4	-3.7	x	17	-3	0	-2	25	-5	1.2
CC1CCN(C(=O)c2cccc(S(=O)(=O)N3CCN(c4ccccc4)CC3)c2)CC1	0	-1.5	108	10	-2	1	-12	30	-3	0.3
COc1ccc(CCNC(=O)c2cccc(NC3=NC4CS(=O)(=O)CC4S3)c2)c(OC)c1 (centres undefined)	-3	-1.7	110	9	-1	1	3	-5	-3	-1.9

New compounds follow:
SMILES	Keap1 Nrf2 FP	OPRM1-OPRD1 ag	Pemphigus Ab inh	OPRM1-OPRD1 inv	Wnt act	V-ATPase pHluor	RTF Ca sens act	Arr AP2 block	RTF Ca sens inh	C-LANA FP
O=[N+]([O-])c1ccc(Sc2nccn2Cc2ccccc2)cc1	-1	-0.1	104	0	2	0	1	-6	-1	-1.8
CCc1cccc(NC(=O)C2CCCN2C(=O)Nc2ccc(C)cc2)c1 (centres undefined)	-5	0.3	120	-3	-3	2	-2	2	-2	1.5
Nc1nc(N)nc(C2C=CCCC2)n1 (centres undefined)	-2	-1.8	x	9	0	-11	-2	-1	-3	-0.2
CCOc1ccc(C(=O)NCC(=O)N2CCCCCCC2)cc1OCC	x	-2.0	102	10	-1	4	-3	5	0	x
CCn1c(CC(=O)Nc2ccccc2F)nnc1SCC(=O)N1CCN(c2ccccc2)CC1	-2	-2.2	114	12	x	-3	5	6	3	2.0
COc1ccc(-c2cc(C(=O)N(C)Cc3ccc(F)cc3)c3ccccc3n2)cc1OC	-2	-0.7	90	4	-5	0	-1	29	6	-1.1
CCOC(=O)CN1CC23C=CC(O2)C(C(=O)NC2CCCCCC2)C3C1=O (centres undefined)	-1	0.1	97	-1	1	-1	4	3	-6	0.3
CCOC(=O)c1cc(-c2ccc(F)cc2)n(CC(=O)N2CCCC2)c1C	-2	-1.3	104	6	x	2	1	-7	-3	0.0
C=CCNC(=O)/C(C#N)=C\c1cc(Cl)c(O)c(OCC)c1	-3	-1.3	96	7	-2	2	4	15	-11	0.8
O=C(NCc1ccccc1Cl)c1cccc(C(F)(F)F)c1	-2	0.9	97	-6	1	0	4	9	-4	-2.1
O=c1c2ccccc2[nH]c(=S)n1CCN1CCN(Cc2ccccc2)CC1	-1	-3.2	111	16	x	-2	-2	-5	4	-0.7
CC(=O)N1CC(C)Oc2ccc(S(=O)(=O)NC(CC(=O)O)c3ccc(C)cc3C)cc21 (centres undefined)	-3	-2.5	104	13	-1	-4	-1	-2	-6	-0.2
Cc1ccc(NC(=S)N2CCCC(CO)C2)c(C)c1 (centres undefined)	-5	-3.2	85	16	u	-2	5	6	-5	0.0
COc1ccc(N=Cc2cc(Cc3ccccc3Cl)cc([N+](=O)[O-])c2O)cc1OC	-6	0.6	102	-3	x	-6	-1	3	13	0.1
CN(Cc1nc2ccccc2c(=O)[nH]1)CC(O)COCc1ccco1 (centres undefined)	-2	-1.9	94	12	-6	-2	1	2	5	0.6
CC(C)N(C1=CC(=O)OC12CCCCC2)C(C)C	-3	-3.2	x	16	1	-2	5	-2	-10	-0.4
COc1ccc(CSc2nnc(-c3ccncc3)n2C)cc1F	2	-2.5	95	12	0	-2	2	-7	-4	0.4
CCCNC(=O)NC(=O)c1cnccc1C(F)(F)F	2	-1.0	115	5	4	1	2	-11	-3	1.1
O=C(NNC(=O)c1cccc(C(F)(F)F)c1)c1ccc(-n2cnnn2)cc1	4	-1.3	125	7	-7	-1	0	-12	-1	0.6
CCOC(=O)c1c(-c2ccccc2)csc1NC(=O)c1ccc(S(=O)(=O)N2CCOCC2)cc1	2	0.3	85	-2	-1	5	-2	-1	-1	1.0
O=C(Cc1ccc(F)cc1)Nc1nnc(-c2ccc(F)cc2)o1	5	0.1	95	-1	1	1	-3	-10	5	0.5
COc1ccc(C(=O)NCC2CCCN2S(=O)(=O)c2cccs2)cc1OC (centres undefined)	-3	-2.0	102	10	-2	-3	4	33	3	0.7
Cc1cc2oc(=O)cc(CN3CCN(S(=O)(=O)c4cccs4)CC3)c2cc1C	-4	-0.3	94	2	x	0	-8	-10	4	-1.6
COCCN(C(=S)Nc1ccc(C)cc1C)C(C)c1ccco1 (centres undefined)	-2	-3.0	93	16	2	-1	-3	-10	0	-0.1
COc1ccc(NC(=O)CN2C(=O)C(c3ccccc3)=NC23CCCCCC3)cc1	-4	4.4	95	-22	x	0	2	0	-12	0.4
O=C(c1cccc(F)c1)N1CCCC(C(=O)N2CCCCCC2)C1 (centres undefined)	2	-3.6	92	16	0	2	0	-16	-10	0.2
CCOC(=O)N1CCN(Cc2c(O)ccc3ccccc23)CC1	-5	0.6	94	-3	0	2	4	-5	-7	-2.0
CN1CCN(S(=O)(=O)c2cccc(C(=O)Nc3cc(C(N)=O)cc(C(N)=O)c3)c2)CC1	0	-0.5	112	3	-2	14	1	2	9	0.0
CCOc1ccc(CCNC(=O)c2oc3c(c2C)-c2[nH]ncc2CC3)cc1OCC	1	0.1	105	0	4	1	3	2	-10	1.5
CC(=O)C1=C(O)C(=O)N(c2ccc(Br)cc2)C1c1ccc(Cl)cc1 (centres undefined)	0	-1.8	98	9	11	0	-1	-13	-4	-1.9
CCCCC1(C2CCCC2)NC(=O)NC1=O (centres undefined)	1	-2.3	117	11	-6	-3	-3	-10	-6	-2.3
Cc1cccc(C)c1NC(=O)CSc1nnc(CCCCCNC(=O)OC(C)(C)C)o1	-4	-0.4	107	2	x	-1	-5	7	-3	-1.2
CCCC(=O)O[C@]1(C(=O)CO)CC[C@H]2[C@@H]3CCC4=CC(=O)CC[C@]4(C)[C@H]3[C@@H](O)C[C@@]21C	-2	-1.4	x	7	-2&-1	-7	13	3	9	0.5
CCCCSc1nc2c(c(=O)[nH]1)CCC2	-3	-0.2	99	1	-2	1	0	-4	-2	1.6
O=C(CN1CCCC1=O)NC1C2CC3CC(C2)CC1C3 (centres undefined)	-5	-1.5	106	11	-2	-1	-1	-3	-13	-1.0
COc1ccccc1N1CCN(/N=C/c2ccc([N+](=O)[O-])cc2)CC1	1	-0.6	100	3	13	-1	2	14	-2	0.4
Cc1ccc(CSCCNC(=O)CSCc2ccc([N+](=O)[O-])cc2)cc1	-1	-2.0	99	12	x	-1	1	2	-5	0.0
COc1ccc(CC(=O)N(Cc2ccccc2)c2cccc(C)c2)cc1OC	2	-0.5	x	3	10	-1	-1	47	-5	0.8
CCNC(=O)c1c(C)[nH]c(C(=O)OCC)c1C	-6	-1.7	107	9	x	-2	-3	-1	4	-0.7
COC(=O)Cc1csc(/N=C/c2c(O)n(-c3cccc(C(F)(F)F)c3)c(=O)c3ccccc23)n1	-3	-0.6	102	3	-5	-9	5	0	-8	1.4
CNn1cnc2ccsc2c1=O	-2	-2.2	107	12	2	-6	-1	41	-1	-3.4
CC1(C)CCCC2=C1CC1C(=O)N(Cc3cccnc3)C(=O)C1C2 (centres undefined)	-4	0.6	x	-3	16	2	3	10	-7	-1.0
